Screens as filed in PubChem BioAssay.
CHT PAM: allosteric activators of human choline transporter CHT; hit rate 0.49% among 310,000; AID 488977; CHT-expressing cells, membrane potential dye, choline EC20; active compounds read high; LV-AA mutant CHT in HEK293 cells; B-score at 10 µM;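 active = initial fluorescence not abnormally high and integrated response B-score, plate-corrected, over 3 SD above library mean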
Target sequence (Q9GZV3 whole entry, looked up): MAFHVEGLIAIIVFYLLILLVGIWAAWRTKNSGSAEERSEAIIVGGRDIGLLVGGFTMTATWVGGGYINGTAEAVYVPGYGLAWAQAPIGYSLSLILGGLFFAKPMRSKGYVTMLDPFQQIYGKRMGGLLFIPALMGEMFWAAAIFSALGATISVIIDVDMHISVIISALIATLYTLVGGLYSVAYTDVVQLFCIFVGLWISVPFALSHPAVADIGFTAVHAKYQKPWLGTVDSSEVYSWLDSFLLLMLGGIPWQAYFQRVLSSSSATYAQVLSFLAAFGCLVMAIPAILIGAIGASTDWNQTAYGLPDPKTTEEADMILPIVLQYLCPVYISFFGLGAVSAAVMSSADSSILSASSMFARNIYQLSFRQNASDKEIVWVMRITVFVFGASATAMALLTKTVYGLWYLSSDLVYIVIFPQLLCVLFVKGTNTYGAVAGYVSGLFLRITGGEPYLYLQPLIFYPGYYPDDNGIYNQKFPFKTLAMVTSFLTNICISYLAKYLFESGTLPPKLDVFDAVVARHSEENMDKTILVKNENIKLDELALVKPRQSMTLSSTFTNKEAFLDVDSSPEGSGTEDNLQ
OX1R antagonist: human HCRTR1 antagonism. inhibition, % at 5 µM. hit rate 0.43% among 330,000. O43613. CHO/OX1R cells, Fluo-8 calcium fluorescence, orexin A;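 active = inhibition above its plate's threshold, mean inhibition of all tested compounds on the plate plus 3 SD, cut at about 37% in these data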;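 also: 0% = orexin A challenge wells and 100% = SB-334867-A antagonist wells; not every result past the cut was called active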
Target sequence (O43613 whole entry, looked up): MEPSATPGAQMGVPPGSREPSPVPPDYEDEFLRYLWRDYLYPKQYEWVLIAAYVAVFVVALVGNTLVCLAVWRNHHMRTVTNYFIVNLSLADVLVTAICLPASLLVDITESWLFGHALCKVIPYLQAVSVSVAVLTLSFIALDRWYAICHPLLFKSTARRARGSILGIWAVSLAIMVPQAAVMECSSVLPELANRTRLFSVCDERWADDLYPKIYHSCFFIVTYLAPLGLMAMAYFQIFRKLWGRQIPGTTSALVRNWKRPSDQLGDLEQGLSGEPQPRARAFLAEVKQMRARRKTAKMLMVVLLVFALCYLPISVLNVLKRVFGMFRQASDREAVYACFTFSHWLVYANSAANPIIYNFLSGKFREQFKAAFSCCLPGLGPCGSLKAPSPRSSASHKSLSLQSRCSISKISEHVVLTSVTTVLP
* marks the source's active call; other numbers are inactive results; i = inactive; . = no result given.

SMILES | CHT PAM | OX1R antagonist
CCN(CC)c1nc(-c2ccc(Cl)cc2)cc(C(F)(F)F)c1C#N | i | -17
Cc1cc[n+](C2=C([O-])c3ccccc3C(=O)/C2=N\S(=O)(=O)c2cccs2)cc1C | i | -17
COc1ccc(CCNC(=O)CN2CCN(S(=O)(=O)c3ccc(Cl)cc3)CC2)cc1OC | i | -16
CN(C)C=NCCn1c(N2CCOCC2)nc2c1c(=O)n(C)c(=O)n2C | 14* | -17
CC(=O)N1CCN(c2ccc(S(=O)(=O)NCCN(C(C)C)C(C)C)cc2[N+](=O)[O-])CC1 | i | 3
Cc1noc(C)c1-c1nc(CSc2ccccc2)no1 | i | -20
Cc1c(CCOC(=O)c2cc([N+](=O)[O-])cc([N+](=O)[O-])c2)sc[n+]1CCCCS(=O)(=O)[O-] | i | -4
O=C(O)c1cccc(N/N=C/c2sc(N3CCOCC3)nc2-c2ccccc2)c1 | i | -1
CCOCCN(C(=O)COC)c1cccc(OC)c1 | i | -11
COC(=O)c1sccc1NC(=O)CC1C(=O)NCCN1C(=O)Nc1cc(Cl)ccc1OC (configuration not stated) | i | -22
COc1ccc(S(=O)(=O)NC(C)C)cc1C(=O)N1CCOCC1 | i | -3
Cc1ccccc1COn1nnc2ccc(S(=O)(=O)N3CCOCC3)cc21 | i | -20
CCC1CCCCN1C(=O)COC(=O)c1cccs1 (configuration not stated) | . | -1
CCCn1c(=O)c2ccccc2n2c(SCC(=O)Nc3cc(C)on3)nnc12 | i | -34
COC(=O)/C(=N\Nc1ccc(Cl)cc1)Sc1nnc(-c2ccc(OC)cc2)n1C | i | -3
COc1ccc2c(c1)c(-c1csc(N)n1)c(C)n2C | i | 1
CC(C)Nc1ccc(C(CC(N)=O)NC(=O)c2ccc(Br)cc2)cc1[N+](=O)[O-] (configuration not stated) | i | -1
Cc1ccc2[nH]c(=O)c(CN(Cc3ccco3)C(=O)CN3CCCC(C)C3)cc2c1 (configuration not stated) | i | -24
O=C(O)C1CCCCC1C(=O)N1CC=C(c2ccccc2)CC1 (configuration not stated) | i | -31
O=C(C1CCCCC1)N1CCN(c2ccccc2F)CC1 | i | -21
Cc1ccc(CN(N=Nc2nonc2N)c2nonc2N)c(C)c1 | i | -6
Cc1ccc(Nc2nc(C)cs2)cc1 | i | -22
Cc1cccc(-c2n[nH]c(=S)n2/N=C/c2ccco2)c1 | i | -12
COC(=O)[C@@]12CCCN1[C@H](c1ccc(-c3ccc(OC)cc3)c(OC)c1)[C@@H]1C(=O)N(C)C(=O)[C@@H]12 | i | -7
CC(=O)c1cccc(NC(=O)Nc2c(C)nn(C)c2C)c1 | i | 2
COc1cc(CCC(=O)OCC(=O)Nc2ncc(Cl)cc2Cl)cc(OC)c1OC | i | -35
O=C(Nc1ccc(S(=O)(=O)N2CCOCC2)cc1)c1ccc(Cl)cc1Cl | i | -2
Cc1cccc(NC(=O)NNC(=O)COc2ccc(Cl)cc2)c1 | i | 1
COc1ccc2[nH]c3c(c2c1)CCN1C(=O)C(CC(=O)NCCc2ccccn2)C[C@H](C(=O)N(C(C)C)C(C)C)[C@@]31C (some centres not stated) | . | -20
Cc1c(Cl)cccc1Nc1ccccc1C(=O)O | i | -4
O=c1[nH]c(SCc2ccc(F)cc2)nc2c1cnn2-c1ccc(F)cc1 | i | -24
COc1ccc(C(C)=O)cc1COc1ccc([N+](=O)[O-])c(C)c1 | i | -34
Cc1[nH]n(-c2ccc([N+](=O)[O-])cc2)c(=O)c1C=NCC1CCCO1 (configuration not stated) | i | -10
O=C(CN1CCN(S(=O)(=O)c2ccc(Br)cc2)CC1)Nc1ccc2c(c1)OCCO2 | i | -12
COc1ccc2nc(NC(=O)CN3C(=O)NC4(CCCC4)C3=O)sc2c1 | i | -20
CC1=CCC2C(=O)N(c3ccc(N4CCOCC4)cc3)C(=O)C2C1 (configuration not stated) | i | -11
CCC(=O)N1CCN(c2ccccc2NC(=O)COc2cccc(C)c2)CC1 | i | -12
c1ccc(-c2cc3c(-n4cccc4)ncnc3o2)cc1 | i | -38
COc1cc(NC(=O)CCCc2c[nH]c3ccccc23)cc(OC)c1 | i | 1
CCN1CCN(c2nc3c(C)cccn3c(=O)c2/C=C(\C#N)C(=O)NC)CC1 | 9.1* | -14
CCCCc1nc(NCc2ccccc2)c(C#N)c2c1COC(C)(C)C2 | i | -17
O=C(NCCS(=O)(=O)c1ccc(Br)cc1)c1c(F)cccc1F | i | -10
COc1ccc(S(=O)(=O)NC(CC(C)C)C(=O)NC(C)c2cccs2)cc1 (configuration not stated) | . | -20
CC(=O)NC(C)C(=O)OCC(=O)c1ccc(Cl)s1 (configuration not stated) | i | -6
Cc1ccc(S(=O)(=O)NC2CCCCCC2)cc1 | . | -1
COc1ccccc1N(CC(=O)NCCSCc1ccc(C)cc1)S(=O)(=O)c1ccccc1 | i | 11
CCn1c(SCC(=O)NC2CC2)nnc1-c1ccncc1 | i | -12
O=C(CC(C(=O)N1CCc2ccccc21)n1ccnc1)NCC1CCCO1 (configuration not stated) | i | -11
CCCC(=O)c1c[nH]c(C(=O)NCc2ccco2)c1 | i | -14
COc1cccc(Cn2c(=O)ccc3ccccc32)c1 | i | 0

Compound profiles, as listed above:
`O=C(CC(C(=O)N1CCc2ccccc21)n1ccnc1)NCC1CCCO1` (configuration not stated) in the list: CHT PAM = i; OX1R antagonist = -11
`CCn1c(SCC(=O)NC2CC2)nnc1-c1ccncc1` in the list: CHT PAM = i; OX1R antagonist = -12

The list goes on.
SMILES | CHT PAM | OX1R antagonist
O=C(NC1CCCc2ccccc21)c1cccc(Br)c1 (configuration not stated) | i | -36
CC1CCCC(NC(=O)COC(=O)/C=C/c2ccc3c(c2)OCO3)C1C (configuration not stated) | i | -5
O=S(=O)(/N=C(/Nc1ccc(F)c(F)c1F)c1ccccc1)c1ccccc1 | i | -22
CC(C)(C)c1ccc(CNc2ccc([N+](=O)[O-])cn2)cc1 | i | -12
COc1ccc(Cl)cc1CN1CCOCC1 | i | 2
C=CCN(c1ccccc1)S(=O)(=O)c1cccc(C(=O)NCC2CCCO2)c1 (configuration not stated) | i | -17
COCc1nnc(NC(=O)CSc2ccccc2)s1 | i | -15
O=C(CSCc1ccccc1)NNC(=S)Nc1cccc(Cl)c1Cl | i | -1
COc1ccc(NC(=O)NCc2ccccn2)c(OC)c1 | i | -7
COCCCNC(=O)c1cc(S(=O)(=O)N2CCOCC2)ccc1SCc1cccc(OC)c1OC | i | -24

Laid out differently: results already given
Sequence of screens – CHT PAM	OX1R antagonist
- CCN1CCN(c2nc3c(C)cccn3c(=O)c2/C=C(\C#N)C(=O)NC)CC1
    9.1*	-14
- CCCCc1nc(NCc2ccccc2)c(C#N)c2c1COC(C)(C)C2
    i	-17

Returning to the listing with the 7 entries that preceded the break.
SMILES | CHT PAM | OX1R antagonist
CC(C)(C)c1ccc(CNc2ccc([N+](=O)[O-])cn2)cc1 | i | -12
COc1ccc(Cl)cc1CN1CCOCC1 | i | 2
C=CCN(c1ccccc1)S(=O)(=O)c1cccc(C(=O)NCC2CCCO2)c1 (configuration not stated) | i | -17
COCc1nnc(NC(=O)CSc2ccccc2)s1 | i | -15
O=C(CSCc1ccccc1)NNC(=S)Nc1cccc(Cl)c1Cl | i | -1
COc1ccc(NC(=O)NCc2ccccn2)c(OC)c1 | i | -7
COCCCNC(=O)c1cc(S(=O)(=O)N2CCOCC2)ccc1SCc1cccc(OC)c1OC | i | -24
COCCCNC(=O)Cn1nc(-c2ccccc2OC)ccc1=O | i | 7
CCOc1ccc2[nH]c(=O)c(C(c3nnnn3CC3CCCO3)N3CCc4ccccc4C3)cc2c1 (configuration not stated) | i | -24
Cc1nnnn1CC(=O)Nc1cccc([N+](=O)[O-])c1 | i | -5
CCN(CC)S(=O)(=O)c1ccc2c(c1)nc(SCc1nc3ccsc3c(=O)[nH]1)n2CC | i | -34
CCn1c(SCC(=O)Nc2ccc(C(C)=O)cc2)nc2nc3c(cc2c1=O)CCCC3 | i | -35
CC(C)(OC(=O)c1ccc(C(F)(F)F)cc1)c1cc2ccccc2c(=O)o1 | . | -6
Cc1cc(C)n2nc(CCCCc3nc4nc(C)cc(C)n4n3)nc2n1 | i | -4
N#Cc1cc(-c2ccccc2)nc(Oc2ccccc2)n1 | i | -49
O=C1[C@@H]2[C@@H]3C[C@@H]([C@H]4ON=C(c5ccc(Cl)cc5)[C@@H]34)[C@@H]2C(=O)N1C1CCCCC1 | i | -27
COc1ccc(C(=O)CNc2ccccc2C#N)cc1 | i | -9
CC(C)c1ccc2nc3sc(C(=O)N4CCc5ccccc5C4)c(N)c3cc2c1 | i | -20
O=C(O)COCCN1CCN([C@H](c2ccccc2)c2ccc(Cl)cc2)CC1 | i | -13
CCCCc1cc(=O)oc2cc(C)cc(OCC(=O)NC(Cc3ccc(Cl)cc3)C(=O)O)c12 (configuration not stated) | i | -11
Cc1ccc2c(CN3CCN(Cc4ccccc4)CC3)cc(=O)oc2c1C | i | -38
Cc1c(Br)c([N+](=O)[O-])nn1CC(=O)Nc1sc2c(c1C(=O)OC(C)C)CCCC2 | i | -8
C#CC(=O)N(c1ccc(OC)cc1OC)C(C(=O)NC1CCCC1)c1cccs1 (configuration not stated) | i | -3
CCN(C1CCCCC1)S(=O)(=O)c1cn(C)c(=O)n(C)c1=O | i | 0
O=c1[nH]c(CSc2ccccn2)nc2c1cnn2-c1ccccc1 | i | -12
COc1ccc(-c2nnn(CC(=O)NCc3ccccc3)n2)cc1OC | i | -12
CCc1c(C)nc2ccc(Br)cc2c1Cl | i | -11
O=C(Nc1cc(C2CC2)nn1-c1ccccc1)c1ccc(F)cc1 | . | -7
COCCCN1CCN(C2Cc3ccccc3Sc3ccc(Cl)cc32)CC1 (configuration not stated) | i | 2
Cc1ccc(-n2nc(C(=O)O)cc2-c2ccccc2Cl)cc1 | i | -10
Cc1cccc(C)c1NC(=O)CN(C)CC(=O)N(C)CC(=O)Nc1ccccc1Br | . | -17
O=Cc1cc2ccccc2nc1SCc1ccc(Cl)cc1 | i | -19
CC(=O)Nc1ccc(/C=N\NC(=O)CNS(=O)(=O)c2ccc([N+](=O)[O-])cc2)cc1 | i | 1
CC(C)C(=O)Nc1ccc(Sc2ccc(F)cc2)cc1 | i | -1
O=C(CS(=O)(=O)c1ccccc1)Nc1nc(-c2ccccc2)cs1 | i | -1
CCCCCCCn1c(=N)n(CC(O)c2ccco2)c2ccccc21 (configuration not stated) | i | -31
Cc1occc1-c1nnc(SCc2nnc(-c3ccc(Cl)cc3)o2)n1C | i | -16
COC(=O)CCN(C(=O)c1ccc([N+](=O)[O-])cc1)c1ccccn1 | i | -71
CC(=O)Nc1ccc(NS(=O)(=O)c2ccc(Cl)s2)cc1 | i | -14
CCn1c(COc2ccccc2)nnc1SCC(=O)NC1CC1 | i | -12
CC(=O)NCC1CCCN(Cc2cn(-c3ccccc3F)nc2-c2cc(C)sc2C)C1 (configuration not stated) | i | -28
CCCc1nnc(NC(=O)CN2CCN(C)CC2)s1 | i | -11
COc1ccc(CSc2nnnn2-c2ccc(C(=O)O)cc2)cc1 | i | 2
O=C(c1ccc([N+](=O)[O-])cc1)N1CCSC1c1cccc(Cl)c1 (configuration not stated) | i | -6
O=C(NCc1ccccc1)C1=C[C@@H](c2csc3ccccc23)C[C@@H](OCCCCO)O1 | i | -3
COC(=O)c1ccc(NC(=O)c2ccc(C)cc2)o1 | i | -4
O=C(Cn1nnc(-c2ccccc2-n2cnnn2)n1)N1CCCCC1 | i | 3
Cc1cccc(C(=O)NCC(=O)N2CCN(S(=O)(=O)c3ccccc3)CC2)c1 | i | -15
O=C(NCc1nc2ccccc2[nH]1)c1cc2ccccc2oc1=O | i | -10
CCCCn1c(N)c(N(CC(C)C)C(=O)C2CCN(S(=O)(=O)c3ccc(C)cc3)CC2)c(=O)[nH]c1=O | i | -10
O=C1CC(C(=O)Nc2cccc(F)c2)n2ncnc2N1 (configuration not stated) | i | -2
CCCCc1nc2cc(C(=O)NCc3cc(C)n(C)n3)ccc2o1 | i | -23
CNC(=O)c1nn(-c2ccc(C)cc2)ccc1=O | i | -2
O=C(NC(=S)Nc1cccc2ncccc12)c1ccco1 | i | -12
CCCC(=O)NNC(=O)CCC(=O)Nc1ccccc1Cl | i | -2
Cn1cncc1C#Cc1c(C=O)n(C)c2ccccc12 | . | -13
CCCCC(OC(=O)CN1C(=O)COc2ccccc21)C(=O)NC1CCCCC1 (configuration not stated) | i | -32
Next part:
SMILES | CHT PAM | OX1R antagonist
O=C(Nc1ccc(S(=O)(=O)Nc2ccccn2)cc1)c1ccc(Cl)cc1Cl | i | -20
O=C(COC(=O)c1ccccc1SCC(=O)N1CCCC1)NC1CCS(=O)(=O)C1 (configuration not stated) | i | -23
Cc1ccc(NC(=O)c2cc3nc(C)cc(C)n3n2)cc1 | i | -9
COc1ccc(CCNc2cc(=O)[nH]c(N)n2)cc1 | i | 76*
CSc1ccc(C(=O)C2CCCN(C(=O)CCCn3cncn3)C2)cc1 (configuration not stated) | i | -33
O=C(Nc1ccc(S(=O)(=O)Nc2nccs2)cc1)c1nn(-c2ccc(F)cc2)ccc1=O | 6.3* | -18
O=C(/C=C/c1ccccc1)NNC1=NS(=O)(=O)c2ccccc21 | i | -13
CCN(CC)CC#CCOC(c1ccccc1)c1ccccc1 | i | -6
COc1ccccc1NC(=S)NNC(=O)c1cc(C)nn1C | i | -11
COc1cccc(CN2CCNC(=O)C2CC(=O)O)c1OC (configuration not stated) | i | -20
COc1ccc(-n2nc(C(=O)NCC(=O)N3CCCCCC3)c3ccccc3c2=O)c(OC)c1 | i | -22
Cc1nn(C)cc1-c1n[nH]c(=S)n1-c1ccc(F)cc1 | i | -4
